Bioassay records as filed in PubChem.
KCC2 mod: modulates chloride dependent transport by human KCC2; Q9H2X9; KCC2 cells, thallium flux FluoZin-2 fluorescence; B-score of Tl+ flux slope (higher = more flux/activation; lower = inhibition) at 10 µM; hit rate 2.2% among 190,000; AID 1456;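 active = thallium flux slope and its plate-corrected score both differing from the plate sample mean at a set confidence after two filtering rounds, in either direction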;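 note: slope of fluorescence scaled to starting intensity during 10 to 20 s after thallium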
FXIa inh: blocks human coagulation factor XIa protease activity; hit rate 0.14% among 220,000; AID 798; purified FXIa, Boc-Glu-Ala-Arg-AMC fluorogenic substrate; inhibition, % at 5 µM;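 active = inhibition of at least 40%; inactive = inhibition below 40%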;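 note: fluorescence of freed AMC excited at 355 nm; 0% = enzyme without compound and 100% = no enzyme blank; many of its hits are not listed in these tables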
Target sequence (P03951 19-387 limits assumed): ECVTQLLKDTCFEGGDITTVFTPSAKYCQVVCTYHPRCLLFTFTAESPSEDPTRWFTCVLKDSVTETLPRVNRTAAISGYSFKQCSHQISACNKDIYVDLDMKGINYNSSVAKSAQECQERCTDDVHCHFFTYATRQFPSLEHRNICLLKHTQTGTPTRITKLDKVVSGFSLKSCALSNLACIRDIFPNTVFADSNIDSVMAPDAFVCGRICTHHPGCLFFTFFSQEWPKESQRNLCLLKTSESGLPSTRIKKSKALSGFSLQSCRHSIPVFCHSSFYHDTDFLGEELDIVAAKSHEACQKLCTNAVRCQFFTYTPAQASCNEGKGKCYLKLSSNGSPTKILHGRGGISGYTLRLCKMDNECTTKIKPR
Target sequence (P03951 388-625 limits assumed): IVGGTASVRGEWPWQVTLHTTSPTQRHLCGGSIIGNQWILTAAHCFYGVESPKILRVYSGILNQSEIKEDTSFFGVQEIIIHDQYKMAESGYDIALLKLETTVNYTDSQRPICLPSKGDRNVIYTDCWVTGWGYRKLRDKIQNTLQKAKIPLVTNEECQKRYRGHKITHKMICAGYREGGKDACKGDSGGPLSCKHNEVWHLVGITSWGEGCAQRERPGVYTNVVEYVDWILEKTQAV
thrombin 1536: inhibitors of human thrombin; hit rate 0.26% among 220,000; AID 1046; inhibition, % at 5 µM; alpha-thrombin, Boc-VPR-AMC fluorogenic substrate cleavage; P00734;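 active = inhibition at or above 40%; inactive = inhibition below 40%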;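 note: 0% = enzyme with no compound and 100% = wells without enzyme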
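Material: human alpha-thrombin protein; Also added: Boc-VPR-AMC substrate, 15 µM final; Timing: enzyme reaction carried out at room temperature; Signal: fluorescence, ex 355 nm, em 460 nm; Measure: % inhibition of thrombin; Controls: enzyme without compound as high, wells lacking enzyme as low.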
FXIIa inh: inhibitors of human coagulation factor XIIa | P00748 | purified FXIIa, Boc-QGR-AMC fluorogenic substrate, 2 h | inhibition, % at 5 µM | hit rate 0.3% among 220,000 | AID 800; in the data active = inhibition above about 40%;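 note: 0% = enzyme with no compound and 100% = blank without enzyme; many of its hits are not listed in these tables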
KLK5 inh: blocks human kallikrein 5 protease activity; inhibition, % at 5 µM; hit rate 0.59% among 210,000; recombinant hK5, fluorogenic AMC substrate cleavage;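 active = inhibition of 40% or more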;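 note: 0% = enzyme controls without compound and 100% = no-enzyme blanks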
Target sequence (Q9Y337 67-293 limits assumed): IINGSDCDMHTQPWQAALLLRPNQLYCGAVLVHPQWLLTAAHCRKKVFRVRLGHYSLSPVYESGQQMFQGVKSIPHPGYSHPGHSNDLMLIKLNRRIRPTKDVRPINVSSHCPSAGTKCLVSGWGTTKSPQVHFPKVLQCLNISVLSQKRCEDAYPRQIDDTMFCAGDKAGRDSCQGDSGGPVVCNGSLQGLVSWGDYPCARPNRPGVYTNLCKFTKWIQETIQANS
PERK inhibitor: human PERK inhibition, primary cell-based screen; Q9NZJ5; CHO PERK-DD fusion, SEAP luminescence translation reporter; inhibition, % at 5.6 µM; hit rate 0.17% among 220,000;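 active = inhibition above the mean inhibition of all tested compounds plus 3 SD, set separately per screening campaign, cut at about 2.9% in these data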;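 note: PERK kinase domain activated by AP20187 dimerizer at 100 nM; 0% = DMSO with dimerizer and 100% = rapamycin at 8.4 µM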
Wee1 stabilizer: human Wee1 degradation inhibition, primary screen | P30291 | HeLa Luc-Wee1K328M stability, luciferase luminescence; 100% = proteasome inhibitor MG132 effect | reporter increase, % at 5 µM | hit rate 1.2% among 220,000 | AID 1321;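 active = activation above the mean of all tested compounds plus 3 SD, set per screening run, cut at about 8.8% in these data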;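 note: cells exposed to compound for 20 h before luminescence read; 0% = DMSO alone and 100% = MG132 at 30 µM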
Furin inh: blocks human furin protease activity. purified furin, fluorogenic substrate cleavage. AID 463115. inhibition, % at 30 µM. hit rate 0.061% among 220,000. P09958; in the data active = inhibition above about 25%; note: inactives centre near -15
p97 ATPase inh: human p97 ATPase inhibition | P55072 | recombinant p97 ATPase, Kinase-Glo ATP luminescence, 3 h | inhibition, % at 8 µM | hit rate 0.42% among 220,000 | AID 1481; in the data active = inhibition above about 15%;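 note: 0% = DMSO vehicle and 100% = wells lacking enzyme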
An asterisk follows results filed as active; x = no result given; [ ] = another dose, or the depositor's remark. This is a random part of the collection. About 4.4% of those tested had a hit in this group.

KLK5 inh,p97 ATPase inh,FXIIa inh,PERK inhibitor,FXIa inh,KCC2 mod,Furin inh,thrombin 1536,Wee1 stabilizer,compound
-16,2,7,-0.2,0,-0.026,-14[20 µM],-2,-3,COc1ccc(C(=O)N/N=C(\C)Cn2nc([N+](=O)[O-])cc2C)cc1
-1,0,3,0.1,-5,x,-13,-2,0,O=C(CCC(=O)N(CC(=O)NC1CCCCC1)c1ccc2c(c1)OCCO2)Nc1ccccn1
-4,-1,9,1.7,2,-1.3,-6,6,-1,CC(/C=C/c1ccccc1)=N\NC(=O)c1cc(C)[nH]n1
7,-1,12,-0.8,6,0.1,-11[20 µM],1,-2,Brc1ccc2c(c1)C(c1cccs1)=NNC(c1cccnc1)=N2
-9,-7,8,-0.4,-3,-0.59,-17,2,7,CCC(C)NS(=O)(=O)c1ccc(NC(=O)Cc2ccc(OC)cc2)cc1 (stereo unspecified)
-9,2,22,1.1,9,0.93,-25[20 µM],3,1,CN(C)c1ccc(NC(=O)c2ccncc2)c2ccccc12
11,-2,5,0.7,-4,0.12,-10[20 µM],-3,0,CCC(C)c1c(O)nc(SCc2ccccc2)[nH]c1=O (stereo unspecified)
-2,-2,17,0.0,2,0.79,-6[20 µM],0,-3,Cc1cc(C)nc(NC2=NCC(=O)N2c2ccc3c(c2)OCCO3)n1
2,19*,9,0.9,5,0.69,-19,-2,1,Nc1cc(N)c(OCC(F)(F)F)cc1OCC(F)(F)F
-3,-1,8,-0.7,4,x,-22[20 µM],5,-1,Cc1cc(NC(=O)CCNS(=O)(=O)c2cc(Br)cnc2N)ccc1Br
4,1,15,1.1,2,0.39,-12,-2,2,CN1C(=O)N(C)C2C1N(C)S(=O)(=O)N2C (stereo unspecified)
1,1,5,-1.7,1,0.68,-18,1,1,O=C(Nc1cccnc1)c1cc(-c2cc(Cl)ccc2O)n[nH]1
1,4,8,1.1,2,-0.38,-21[20 µM],2,-2,CCCNC(=O)N1CCC(C(=O)c2cccc(F)c2)CC1
-8,2,0,2.1,-12,x,-23,-5,2,O=C1NCCCC1C(=O)Nc1cccc(C(F)(F)F)c1 (stereo unspecified)
32,3,5,-0.3,-1,-1,2,-3,0,Cc1nc(Sc2ccc(Cl)cc2)c(C#N)c(C)c1[N+](=O)[O-]
-14,x,-19,x,-18,x,x,-4,x,N#Cc1nc(-c2ccccc2F)oc1NCCc1ccccn1
-5,2,12,1.1,3,0.3,-19[20 µM],0,1,COc1ccc(-c2nnc(SC(C)C(=O)Nc3c(C)n(C)n(-c4ccccc4)c3=O)o2)cc1 (stereo unspecified)
-4,2,4,0.2,10,0.068,-7,2,0,O=C(NCC1CCCO1)c1sc2cc(Cl)ccc2c1Cl (stereo unspecified)
-25,5,0,-0.6,-4,-0.12,-17,-7,-3,COc1ccc(Cl)cc1NC(=O)COC(=O)c1cc(NS(=O)(=O)c2cccs2)ccc1O
-9,2,8,-0.2,3,-0.65,-15,0,2,Cc1ccc(NC(=O)CNS(=O)(=O)c2cccs2)cc1F
-13,-2,13,0.7,6,x,-12,-9,1,COCCCN1C(=O)c2ccc(C(=O)NCc3ccco3)cc2C1=O
1,-6,10,-0.3,0,-0.13,3,-2,-1,CCN1CCN(c2cc(C)c3cc(NC(=O)c4ccc5c(c4)OCO5)ccc3n2)CC1
-15,-1,6,-0.9,1,-1.2,-7,-6,-1,Cc1ccc(-c2nc3cccnc3s2)cc1NS(=O)(=O)c1ccc2c(c1)CCCC2
-6,-5,10,1.1,5,0.2,-9[20 µM],2,0,C=CCn1c2ccccc2n2nc(C)c(=O)nc12
-18,-3,18,-0.5,-2,20*,-5[20 µM],-9,0,CC(C)CNC(=S)NC(=O)c1ccc([N+](=O)[O-])cc1

At a glance, some entries already given:
KLK5 inh,p97 ATPase inh,FXIIa inh,PERK inhibitor,FXIa inh,KCC2 mod,Furin inh,thrombin 1536,Wee1 stabilizer,compound
-13,-2,13,0.7,6,x,-12,-9,1,COCCCN1C(=O)c2ccc(C(=O)NCc3ccco3)cc2C1=O
1,-6,10,-0.3,0,-0.13,3,-2,-1,CCN1CCN(c2cc(C)c3cc(NC(=O)c4ccc5c(c4)OCO5)ccc3n2)CC1
-15,-1,6,-0.9,1,-1.2,-7,-6,-1,Cc1ccc(-c2nc3cccnc3s2)cc1NS(=O)(=O)c1ccc2c(c1)CCCC2
-6,-5,10,1.1,5,0.2,-9[20 µM],2,0,C=CCn1c2ccccc2n2nc(C)c(=O)nc12

The list goes on.
KLK5 inh,p97 ATPase inh,FXIIa inh,PERK inhibitor,FXIa inh,KCC2 mod,Furin inh,thrombin 1536,Wee1 stabilizer,compound
-3,9,10,1.4,-1,0.73,-22,-2,-2,COc1cccc(C2NC(C)(C(=O)O)C3C(=O)N(C(C)C)C(=O)C23)c1O (stereo unspecified)
1,4,11,0.6,-7,2.2,-23,-24,-2,COC(=O)Nc1ccc(S(=O)(=O)N2CCC(C(=O)N3CCC(C)CC3)CC2)cc1
1,6,8,0.9,-1,0.22,-21,-6,-2,CC/C(C)=N/Nc1nc2c(c(=O)[nH]c(=O)n2C)n1CCc1ccccc1
5,-1,11,1.1,1,0.29,-22,-1,0,S=C1NC2CCCCC2N1 (stereo unspecified)
4,2,11,0.9,1,1.7,-32,0,0,NS(=O)(=O)c1ccc(CCNC(=O)CN2CCCCCC2)cc1
2,x,6,x,1,0.96,-26,-1,x,COC(=O)c1cccc(C23CC4(C2)[C@H](CN(Cc2ccc(C(F)(F)F)cc2)[C@@H]4c2ccccc2)C3c2ccccc2)c1 (stereo partly specified)
-8,-9,8,-0.2,-7,-1,-6[20 µM],-2,0,O=C1CC2C(CC(OC(=O)c3ccc(-c4ccccc4)cc3)C2CO)O1 (stereo unspecified)
0,-1,7,0.6,-5,-0.19,-14,-7,3,CCc1ccc(OCC(=O)NC(NC(=S)Nc2ccccc2C)C(Cl)(Cl)Cl)cc1 (stereo unspecified)
-5,3,7,0.0,0,0.22,-5,-7,-1,CCC(=O)Nc1ccc(N/C(N)=N/c2nc(C)cc(C)n2)cc1
-27,-3,11,-0.6,7,-4.5*,-22,0,2,Cc1cccc(OCc2nnc(SCC(=O)c3cccs3)n2C)c1C
-3,0,9,-0.5,-4,0.79,-5,-2,0,COC(=O)/C(=C/c1cccc([N+](=O)[O-])c1)NC(=O)c1ccc(OC)cc1
-4,2,18,1.0,2,x,-32,4,-1,O=C(c1cccs1)N1CCOCC1
-3,5,15,-0.2,6,-1.2,-9,0,2,COc1ccc(NC2=Nc3cccc4cccc2c34)cc1
3,7,9,0.6,1,-1.2,-12,-5,0,c1ccc(CN2CCN(Cc3nnc(-c4ccccc4)o3)CC2)cc1
-4,4,5,1.2,12,-0.53,-24,-6,-3,S=C(NCCc1ccccc1)NC1CCC(NC(=S)NCCc2ccccc2)CC1 (stereo unspecified)
-18,4,15,-0.4,5,-3.4,2,4,-3,CC(=O)c1c(N2CCN(Cc3ccccc3)CC2)nc(=S)n(Cc2ccccc2)c1C
5,-4,12,0.0,10,-1.7,-11,1,-3,Cc1ccc(NCC(=O)N/N=C\c2cccc(O)c2)cc1
-5,3,-13,0.5,-7,-0.2,-13[20 µM],-7,-1,CCN(CC)S(=O)(=O)c1ccc(C(=O)Oc2ccc3c(c2)OCO3)cc1
-2,5,5,0.5,-1,0.44,-19,-8,2,Cc1ccc(NC(=O)CSc2nc(N)cc(=O)[nH]2)cc1Cl
-25,0,1,0.7,-3,1.1,-7,-5,-3,CCN(CC)c1ccc(N2C(=O)c3ccccc3C2=O)cc1
0,1,9,0.9,2,x,-26,-2,8.8*,CCOC(=O)C1(Cc2ccc(OC)cc2)CCN(C(=O)CCn2ccc(C)n2)CC1
-3,3,16,1.7,4,-0.1,-3,4,10*,CCOC(=O)c1ccc(CC(=O)c2oc3cc(O)ccc3c2C)o1
-8,8,6,0.2,15,-1.2,-21,-2,3,CCOC(=O)c1ccc2c(c1)sc(=NC(=O)c1ccco1)n2CCOC
8,2,18,0.2,6,0.046,-3,5,1,CCn1c(O)c(C2=NCCCC2)c2ccccc21
x,-1,5,0.9,-2,0.93,-6,-3,-1,Cn1cc(S(=O)(=O)Nc2ccc3c(c2)OCCO3)cn1

KLK5 inh,p97 ATPase inh,FXIIa inh,PERK inhibitor,FXIa inh,KCC2 mod,Furin inh,thrombin 1536,Wee1 stabilizer,compound
-5,1,-1,0.2,-6,0.047,-14,-14,1,O=C1CCC(=O)N1CCSC(=S)N1CCOCC1
-12,3,7,1.1,-3,-0.16,-13[20 µM],0,-3,Clc1ccc(-c2nc(N3CCCCC3)nc3ccccc23)cc1
5,-9,-1,0.1,-2,0.16,-6,-5,-1,CCOC(=O)/C(C#N)=N/Nc1ccccc1OC
-4,7,5,0.4,-4,0.089,-23,-25,-3,C=CCNC(=O)COC(=O)c1ccc(C)c(NC(=O)c2ccco2)c1
4,0,12,0.2,-17,-0.026,-22,2,-1,Cc1cc(Br)ccc1SCC(=O)OCC(=O)N1CCN(C(=O)c2ccco2)CC1
2,-4,7,-0.3,5,-2.8,-17,-3,1,C=CCNc1nc(NCc2ccccc2)c(C#N)c2c1CN(C)CC2
-4,-3,6,-0.3,-6,0.081,-30,12,2,CC(C)N(CCNC(=O)c1oc(=O)c2ccccc2c1-c1ccccc1)Cc1ccco1
1,9,18,1.1,8,0.34,-20,4,-1,O=C(Nc1cccc(F)c1)c1ccc(Br)o1
1,8,0,2.1,0,-0.55,-22,-6,0,Cn1c(=O)oc2cc(S(=O)(=O)NCc3cccnc3)ccc21
-23,5,20,0.2,19,0.95,-13,-9,6,CCOC(=O)c1cnn(-c2ccccc2)c1NC(=O)CCl
-4,-1,2,0.2,-7,2.1,-15,-12,0,CC1C(=O)C(C)(C)C(=O)OC1c1ccccc1 (stereo unspecified)
-6,-2,7,-1.8,-4,-0.25,-24[20 µM],-1,2,Cc1ccc(S(=O)(=O)N(C)c2ccc(C(=O)N3CCCCC3)cc2)cc1
-18,2,13,0.6,-2,x,-17[20 µM],3,-3,O=C(Nc1cccc(C(F)(F)F)c1)c1cc2ncc(Br)cn2n1
-10,4,5,0.6,7,-0.59,-46,-7,3,CCC[C@@H](NS(=O)(=O)c1ccc(C)cc1)C(=O)Oc1ccc2c3c(c(=O)oc2c1)CCC3
2,6,3,1.1,0,-1.1,-26,2,1,CCCCCC[N+](C)(C)CCSSCC[N+](C)(C)CCCCCC
-2,-3,14,-2.1,4,x,-8[20 µM],3,-1,Cc1cc([N+](=O)[O-])ccc1NC(=S)NC(=O)C(c1ccccc1)c1ccccc1
0,x,6,x,1,0.67,-16,-5,x,Cc1nc2sc(C(c3ccccc3)N3CCN(C)CC3)c(O)n2n1 (stereo unspecified)
-4,2,2,0.9,0,0.15,-29,-11,0,CSc1nsc(SC)c1C(=O)O
-17,2,6,1.3,-9,x,-12,-11,-2,ONC(=Nc1ccccc1)C(=Nc1ccccc1)NO
-2,3,17,-0.7,-1,-0.95,-21[20 µM],0,-1,CCOC(=O)N1CCN(C(=O)c2ccc(C)c(S(=O)(=O)Nc3ccccc3)c2)CC1
-12,1,12,1.0,6,-1.6,-4,-2,1,COc1ccc(/C=C/C(=O)NCCSCc2ccco2)cc1
3,-1,4,-0.1,-3,0.9,-32,0,1,COC(=O)c1cccc(NC(=O)CSc2nnnn2C)c1
0,5,5,1.1,-2,-1,-12,-11,-2,CCc1ccc(S(=O)(=O)Nc2cccc(C3OCCCO3)c2)cc1
-8,6,16,0.3,4,-2.3,-17,-3,-1,CC1=C(C(=O)OCC(Br)(Br)Br)C(c2ccc(Br)cc2)NC(=O)N1CCCC(=O)O (stereo unspecified)
